PfG6PD inh: PfG6PD (Plasmodium falciparum) enzyme inhibition; PfGluPho enzyme, NADPH resazurin-diaphorase fluorescence; 350,000 tested, 0.78% active; AID 504690; inhibition, % at 20 µM;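 active means inhibition reaching at least a set limit at 20 µM in the primary screen, cut at about 59% in these data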;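 further: 0% = DMSO wells with substrate and 100% = DMSO wells lacking glucose-6-phosphate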
Apaf-1 inh: inhibitors of human Apaf-1 apoptosome. O14727. reconstituted apoptosome caspase-3 activity, DEVD-Rh110 fluorescence. inhibition, % at 20 µM. 330,000 tested, 0.71% active. AID 489030; active means inhibition of at least 40% at 20 µM;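 further: plate controls were DMSO wells for no effect and DEVD-CHO caspase inhibitor wells for full effect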
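Material: reconstituted apoptosome with Apaf-1, cytochrome c, caspase-9, procaspase-3, dATP. Technique: Rh110 fluorescence intensity. Buffer or medium: pH 7.5 Hepes buffer with CHAPS, BSA, DTT. Times: 30 min plus 50 min, RT.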
SENP6 block: SENP6 protease inhibition; Q9GZR1; Recombinant SENP6 catalytic domain, aminoluciferin luminescence; inhibition, % at 10 µM; 330,000 tested, 1.8% active;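 active means inhibition above about 50% at the single tested dose, limit read from the data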;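 further: plate controls were DMSO wells with enzyme for no effect and DMSO wells lacking enzyme for full effect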
SENP8 block-1: blocks human SENP8 cleavage of Nedd8 substrate. recombinant SENP8, Nedd8 substrate fluorescence. 360,000 tested, 0.64% active. AID 602440. Q96LD8. inhibition, % at 20 µM; in the data active means inhibition mostly above about 40%, no sharp cut-off; inactive means mostly below about 27%
SENP1 inh: SENP1 (human) catalytic domain inhibition. Q9P0U3. recombinant SENP1 catalytic domain, CyPet-SUMO1-YPet FRET cleavage. inhibition, % at 10 µM. 360,000 tested, 0.21% active;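 active means inhibition at least 30% at 10 µM, raw YFP signal under a set limit, fluorescence ratio 0.5 to 1.5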;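 further: 0% = enzyme with DMSO and 100% = no enzyme wells; some results filed as inactive read as strong as hits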
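Material – human SENP1 catalytic domain · Input – SENP1 enzyme, 20 pM final · Compound dosing – single concentration of 10 µM compound, 0.5% DMSO final · Timing – enzyme reaction for 50 min at room temperature, dark · Measured by – FRET fluorescence in CFP and YFP emission channels · Control set – no-enzyme wells low, DMSO-plus-enzyme wells high control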
HKDC1 inh: inhibitors of human hexokinase HKDC1; Q2TB90; recombinant HKDC1, G6PDH/diaphorase resazurin coupled fluorescence; inhibition, % at 20 µM; 340,000 tested, 0.16% active; AID 493160;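 active means inhibition above about 35% when tested at 20 µM, limit read from the data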;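 further: plate controls were DMSO wells with enzyme for no effect and DMSO wells lacking enzyme for full effect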
Target sequence (Q2TB90 whole entry, looked up): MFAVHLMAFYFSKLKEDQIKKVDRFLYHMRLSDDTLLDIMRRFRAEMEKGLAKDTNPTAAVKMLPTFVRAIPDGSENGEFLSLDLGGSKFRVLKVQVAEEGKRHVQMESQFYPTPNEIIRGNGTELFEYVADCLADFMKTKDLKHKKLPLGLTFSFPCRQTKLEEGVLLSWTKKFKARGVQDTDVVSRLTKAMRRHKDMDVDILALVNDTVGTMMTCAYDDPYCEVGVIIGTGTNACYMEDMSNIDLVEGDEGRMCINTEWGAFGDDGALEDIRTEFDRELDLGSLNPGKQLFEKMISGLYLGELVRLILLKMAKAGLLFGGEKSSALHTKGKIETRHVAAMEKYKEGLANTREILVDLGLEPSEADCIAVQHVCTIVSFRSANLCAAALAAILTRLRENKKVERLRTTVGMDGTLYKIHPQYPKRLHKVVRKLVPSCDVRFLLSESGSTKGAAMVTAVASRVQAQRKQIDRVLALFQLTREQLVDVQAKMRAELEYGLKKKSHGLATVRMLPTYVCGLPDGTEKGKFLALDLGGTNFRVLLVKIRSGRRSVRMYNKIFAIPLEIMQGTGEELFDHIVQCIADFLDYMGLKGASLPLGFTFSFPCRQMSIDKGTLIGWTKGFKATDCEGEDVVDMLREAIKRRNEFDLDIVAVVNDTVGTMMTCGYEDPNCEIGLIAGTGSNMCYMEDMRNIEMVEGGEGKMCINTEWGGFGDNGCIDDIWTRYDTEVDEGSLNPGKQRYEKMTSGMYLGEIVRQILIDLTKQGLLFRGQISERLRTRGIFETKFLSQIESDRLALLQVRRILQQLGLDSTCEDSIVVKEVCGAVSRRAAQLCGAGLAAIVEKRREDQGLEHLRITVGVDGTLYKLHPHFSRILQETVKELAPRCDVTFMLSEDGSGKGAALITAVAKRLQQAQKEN
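Assay system – recombinant HKDC1 (HK5) hexokinase enzyme, produced in-house · Input – HKDC1 at 5 µg/mL · Reagent – glucose plus 1 mM ATP as hexokinase substrates · Timing – 90 min reaction incubation at room temperature, dark · Measured by – G6PDH/diaphorase-coupled fluorescence, 1 mM NADP, 100 µM resazurin, 525/613 nm · Benchmarks – DMSO-enzyme wells negative, buffer-substituted wells positive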
SENP8 block-2: inhibitors of human SENP8 protease; Q96LD8; purified SENP8, Z-RLRGG-aminoluciferin cleavage, luminescence; inhibition, % at 10 µM; 330,000 tested, 1.2% active; AID 2540; in the data active means inhibition above about 50%
SENP7 block: inhibitors of human SENP7 protease. 330,000 tested, 1.5% active. inhibition, % at 5 µM. recombinant SENP7, Z-RLRGG-aminoluciferin luminescence, 40 min. AID 434973. Q9BQF6;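 active means inhibition above about 50% at the single test dose, limit read from the data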;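 further: plate controls were DMSO with enzyme for no effect and no enzyme buffer wells for full effect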
* marks the source's active call; other numbers are inactive results; x = no result given.

1: COc1ccccc1CNC(=O)c1cc(C(=O)CC(C)C)c[nH]1
2: C=CCNC(=O)N1CCC(n2nccc2NC(=O)CCCc2ccccc2)CC1
3: CCc1ccc(C(=O)C(C)OC(=O)c2cccc(S(=O)(=O)N3CCOCC3)c2)cc1 (stereo not drawn)
4: Cc1ccc(N2C(=O)CC(n3ccnc3)C2=O)cc1C (stereo not drawn)
5: CSCCC(NC(=O)c1ccccc1Cl)C(=O)NNC(=O)c1ccccc1O (stereo not drawn)
6: COc1cccc(CN2CC(C(=O)N3CCCO3)CCC2=O)c1 (stereo not drawn)
7: COc1cccc(NC(=O)Cn2cc(C=O)c3ccccc32)c1
8: COC(=O)c1ccc(NS(=O)(=O)c2cc(C)ccc2OC)cc1
assay / compound,1,2,3,4,5,6,7,8
PfG6PD inh,8,-11,16,10,-34,4,-24,-22
Apaf-1 inh,1,-6,24,4,-12,-2,-1,1
SENP6 block,-3,3,-3,-18,-10,1,-4,-8
SENP8 block-1,2,7,3,25,-226,7,21,23
SENP1 inh,0,2,0,4,2,0,0,-1
HKDC1 inh,-6,-7,8,-4,-12,-4,3,-9
SENP8 block-2,-1,-2,-3,-6,-8,1,0,0
SENP7 block,0,-5,-10,-9,12,5,1,9

Brought forward from above: 2 compounds, followed by the next part.
7: COc1cccc(NC(=O)Cn2cc(C=O)c3ccccc32)c1
8: COC(=O)c1ccc(NS(=O)(=O)c2cc(C)ccc2OC)cc1
9: O=C(OCC(=O)c1ccc[nH]1)c1ccc(Cl)nc1
10: CCOC(=O)CCc1ccc(NC(=O)/C=C/c2ccc([N+](=O)[O-])o2)cc1
11: Cc1ccc(C2N(C)c3ccccc3-c3nc4ccccc4n32)o1 (stereo not drawn)
12: COc1cccc(/C=N/Nc2cc(N3CCOCC3)ncn2)c1O
13: Nc1nc(SCC(=O)NCc2ccccc2)[nH]c(=O)c1NC(=O)c1ccccc1F
14: Cc1cc(NC(=O)Cc2ccc(Br)cc2)no1
15: Cc1ccccc1C1CC(c2ccccc2)Nc2ncnn21 (stereo not drawn)
16: Cn1cc(/C=C/C(=O)N2CCCC(C(=O)c3ccc(C(C)(C)C)cc3)C2)cn1 (stereo not drawn)
assay / compound,7,8,9,10,11,12,13,14,15,16
PfG6PD inh,-24,-22,4,30,-2,21,-5,6,46,17
Apaf-1 inh,-1,1,0,x,1,-4,15,8,-4,5
SENP6 block,-4,-8,-5,x,21,-3,-9,14,9,-12
SENP8 block-1,21,23,8,7,-295,-158,33,16,-2,7
SENP1 inh,0,-1,2,-50,-4,-27,0,-1,-1,2
HKDC1 inh,3,-9,0,2,14,21,0,-2,-2,4
SENP8 block-2,0,0,-6,x,2,12,-2,1,-1,-2
SENP7 block,1,9,-4,x,5,0,5,9,-5,1

17: COc1ccc(Cl)cc1N1C(=NC(=O)C2CCCCC2)SC2CS(=O)(=O)CC21 (stereo not drawn)
18: O=C(Oc1ccc(/C=N/NC(=O)c2ccccc2F)cc1)c1ccccc1
19: COc1ccc(NS(=O)(=O)c2cccc(C(=O)NCCCn3ccnc3)c2)cc1
20: CC(=O)c1c(C)[nH]c(C(=O)Nc2ccc3c(c2)OCCO3)c1C
21: N#Cc1c(N)nc2c(c1-c1ccco1)CCCCC2
22: N[C@@H](Cc1ccccc1)c1nnc2sc(SCc3ccccc3)nn12
23: CC(NC(=O)c1cccs1)C(c1cccs1)N1CCN(c2ccccc2)CC1 (stereo not drawn)
24: Cc1cc(C)nc(N/N=C/C2=C(O)CC(c3ccc(F)cc3)CC2=O)n1 (stereo not drawn)
assay / compound,17,18,19,20,21,22,23,24
PfG6PD inh,-5,-4,3,14,6,38,0,1
Apaf-1 inh,26,9,2,7,-11,17,5,-2
SENP6 block,-7,-9,5,58*,-3,-11,-10,-11
SENP8 block-1,10,-1,8,16,-335,21,19,7
SENP1 inh,2,1,1,1,0,0,1,-2
HKDC1 inh,-3,2,0,-1,8,4,9,-5
SENP8 block-2,-6,-12,6,23,-1,-1,16,-4
SENP7 block,11,33,2,58*,1,2,10,2

25: COc1ccccc1C(=O)N(Cc1ccc(Cl)cc1)C1CCS(=O)(=O)C1 (stereo not drawn)
26: CC(NS(=O)(=O)c1ccc(Cl)c(Cl)c1)C(=O)OCC(=O)N1CCCCCC1 (stereo not drawn)
27: O=S(=O)(NN=C1CCCCCC1)c1ccccc1
28: Cn1cc(C(=O)NCc2ccc(Cl)cc2)c(=O)c2cc(S(=O)(=O)N3CCOCC3)ccc21
29: CSc1nncc(/C(C)=N\Nc2cccc(C)c2)n1
30: CN(C)S(=O)(=O)N(CC(=O)NCCSCc1ccccc1)c1ccccc1
31: O=[N+]([O-])c1ccc2nn(Cc3ccccc3)cc2c1
32: CN(C(=O)c1ccc(NC(=O)C2CCCN(C(=O)OC(C)(C)C)C2)cc1)C1CCCC1 (stereo not drawn)
assay / compound,25,26,27,28,29,30,31,32
PfG6PD inh,-11,4,-1,11,3,2,8,-6
Apaf-1 inh,8,5,6,9,61*,6,3,15
SENP6 block,-5,7,-7,-7,-6,-10,-7,11
SENP8 block-1,11,20,7,14,46*,5,16,10
SENP1 inh,-1,-1,2,0,4,1,3,0
HKDC1 inh,-6,-5,1,1,-2,11,4,-4
SENP8 block-2,4,-6,7,8,6,3,-4,11
SENP7 block,2,6,6,0,7,1,-3,-1

33: Cc1cc2oc(C(=O)Nc3c(C)n(C)n(-c4ccccc4)c3=O)c(C)c2cc1C
34: CC(=O)Nc1ccc(S(=O)(=O)N2CCC(=O)Nc3ccccc32)cc1
35: CC(=O)c1ccc(-n2nnnc2SCC(=O)Nc2sc(C)c(C)c2C#N)cc1
36: COc1cccc(C(C(=O)NC(C)(C)C)N(C(=O)CCC(=O)Nc2cc(C)on2)C(C)C)c1OC (stereo not drawn)
37: CCOc1ccc(N2CC(C(=O)Nc3ccccc3C(=O)NC3CC3)CC2=O)cc1 (stereo not drawn)
38: O=C(Nc1cc(Cl)ccc1N1CCOCC1)c1cccnc1
39: O=C(NCCN1CCOCC1)c1cc(S(=O)(=O)NCCCN2CCCC2=O)ccc1Cl
40: COc1ccccc1C(=O)N(C)CC(=O)Nc1ccc(N2CCOCC2)cc1
assay / compound,33,34,35,36,37,38,39,40
PfG6PD inh,19,-17,28,-2,-2,2,0,7
Apaf-1 inh,3,-10,-10,7,3,-5,4,0
SENP6 block,4,2,-30,-3,12,4,-6,-6
SENP8 block-1,27,18,-12,10,14,6,14,13
SENP1 inh,3,2,-7,0,1,-1,1,1
HKDC1 inh,8,8,-5,3,-2,-9,3,-4
SENP8 block-2,3,-9,6,-7,3,0,-4,8
SENP7 block,6,-8,4,-8,1,6,1,5

One compound at a time (already shown). Order of screens: PfG6PD inh, Apaf-1 inh, SENP6 block, SENP8 block-1, SENP1 inh, HKDC1 inh, SENP8 block-2, SENP7 block
Results for O=C(Oc1ccc(/C=N/NC(=O)c2ccccc2F)cc1)c1ccccc1 = -4, 9, -9, -1, 1, 2, -12, 33
Results for COc1ccccc1C(=O)N(Cc1ccc(Cl)cc1)C1CCS(=O)(=O)C1 (stereo not drawn) = -11, 8, -5, 11, -1, -6, 4, 2
Results for CCc1ccc(C(=O)C(C)OC(=O)c2cccc(S(=O)(=O)N3CCOCC3)c2)cc1 (stereo not drawn) = 16, 24, -3, 3, 0, 8, -3, -10

(cont.)
41: COc1ccc(N(C(=O)c2snc(C(N)=O)c2N)C(CC(C)C)C(=O)NCC2CCCO2)cc1 (stereo not drawn)
42: COc1cccc(COC(=O)c2c(C)nn(-c3ccccc3)c2Cl)c1OC
43: CCCCCn1c(N2CCOCC2)nc2c1c(=O)n(CC(N)=O)c(=O)n2C
44: Cc1cccc(N2CCN(C(=O)CSCc3c(C)noc3C)CC2)c1C
45: CCOCCc1nn2c(=O)cc(CSCC(=O)Nc3ccccc3)nc2s1
46: Cc1ccc(S(=O)(=O)NCC(=O)OCC(=O)Nc2cccc(S(=O)(=O)NC3=NCCCCC3)c2)cc1
47: O=C(NC1=NCCS1)c1ccc(Cl)c(Cl)c1
48: COc1cccc2cc(C(=O)NNC(=O)c3ccc(Br)cc3)c(=O)oc12
assay / compound,41,42,43,44,45,46,47,48
PfG6PD inh,6,4,1,2,13,-15,4,-14
Apaf-1 inh,11,25,0,15,6,-28,0,5
SENP6 block,-5,0,-9,10,5,-5,70*,1
SENP8 block-1,-165,4,10,13,5,9,27,-25
SENP1 inh,-4,0,2,-3,1,1,0,5
HKDC1 inh,-2,-1,-5,-2,-2,-1,1,22
SENP8 block-2,4,2,5,0,0,-6,43,-4
SENP7 block,6,-1,0,4,-2,0,60*,-5

49: Nc1ncnc2nc(SCC(=O)N3CCN(c4ccccc4)CC3)[nH]c12
50: CC(C)(C)C(=O)Cn1c(=O)n(-c2ccc(F)cc2F)c(=O)c2sccc21
51: CCOC(=O)CCc1nc2ccccc2[nH]1
52: Cc1ccc(CN=C(Nc2ccccc2)NC2CCCCC2)cc1
53: CCCC(C)NC(=O)c1ccc(F)cc1 (stereo not drawn)
54: CC(=O)c1ccc(NC(=S)NCCc2cccc(Cl)c2)cc1
assay / compound,49,50,51,52,53,54
PfG6PD inh,2,-4,-10,-10,-8,8
Apaf-1 inh,7,-30,-19,2,-7,20
SENP6 block,-13,-21,-11,5,-2,-27
SENP8 block-1,15,9,13,6,27,-2
SENP1 inh,1,1,-1,-1,2,0
HKDC1 inh,-7,-6,-5,-9,-2,-5
SENP8 block-2,-3,0,-2,-4,-3,-6
SENP7 block,-5,-10,2,-6,6,-9

Source: PubChem (Sanford-Burnham Center for Chemical Genomics)
